# Source: PubChem BioAssay
# ADAM17 inh: ADAM17 inhibitors, primary screen, biochemical, QFRET; Disintegrin and metalloproteinase domain-containing protein 17 (Homo sapiens), P78536; recombinant ADAM17, EDANS/DABCYL FRET peptide cleavage; inhibition, % at 6.95 µM; actives 0.83% (n = 370,000); AID 720648, 2013;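 active = inhibition above the mean of compounds lying between control limits plus 3 SD, set per campaign, cut at about 8.5% in these data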;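 also: 0% = DMSO-only wells as the low control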
# PLC-beta3 inh: human PLC-beta3 inhibitors, primary screen, biochemical, fluorescence; Purified PLC-beta3, fluorogenic substrate; inhibition, % at 12.2 µM; actives 0.18% (n = 370,000); AID 720704, 2013; in the data active = inhibition above about 11%;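 also: 0% = median of compound wells on plate and 100% = full blocker control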
# TDP2 inh: human TDP2 enzyme inhibitors, primary screen, biochemical, epi absorbance, recombinant enzyme; inhibition, % at 12.8 µM; actives 0.34% (n = 370,000); T5PNP hydrolysis, p-nitrophenol absorbance 415 nm;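 active = inhibition above the mean of all tested compounds plus 3 SD, set per campaign, cut at about 25% in these data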;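 also: 0% = DMSO with enzyme and 100% = buffer with substrate but no TDP2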
# Target sequence (O95551 whole entry, looked up): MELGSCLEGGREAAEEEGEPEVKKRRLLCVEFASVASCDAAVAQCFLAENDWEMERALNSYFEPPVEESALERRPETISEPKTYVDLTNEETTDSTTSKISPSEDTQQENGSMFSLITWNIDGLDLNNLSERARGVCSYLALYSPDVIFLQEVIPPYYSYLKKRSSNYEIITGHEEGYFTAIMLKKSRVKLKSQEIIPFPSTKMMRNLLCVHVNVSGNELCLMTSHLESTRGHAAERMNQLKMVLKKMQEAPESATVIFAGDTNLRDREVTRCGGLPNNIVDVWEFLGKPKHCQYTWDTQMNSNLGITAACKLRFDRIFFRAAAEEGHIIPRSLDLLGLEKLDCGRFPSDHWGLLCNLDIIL
#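 Incubation: 2 h at 37 °C; Test system: recombinant human TDP2; Quantity: enzyme 120 nM; Read-out basis: percent inhibition; Medium: 50 mM Tris-HCl pH 7.5 with Mg2+, KCl, DTT, BSA; Repeats: single replicate; Compound: 12.8 µM single point, 1% DMSO; Signal: epi absorbance; Reagent: 5 mM T5PNP chromogenic substrate; Benchmarks: no-enzyme high, DMSO-plus-enzyme low.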
# SIAE inh: human SIAE inhibitors, primary screen, biochemical, fluorescence polarization, FP-Rh probe, 1536-well HTS. Sialate O-acetylesterase (Homo sapiens), Q9HAT2. SIAE FP-Rh probe binding. inhibition, % at 9.66 µM. actives 0.69% (n = 370,000). AID 1053197, 2014;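 active = inhibition above a cutoff: mean of compounds within the control limits plus 3 SD of those, cut at about 17% in these data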;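 also: 0% = plate median of compound wells and 100% = probe without SIAE protein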
# ADAM10 inh: human ADAM10 inhibitors, primary screen, biochemical, QFRET, HTS; Disintegrin and metalloproteinase domain-containing protein 10 (Homo sapiens), O14672; recombinant ADAM10, EDANS/DABCYL FRET peptide cleavage, 3 h; inhibition, % at 7 µM; actives 0.62% (n = 370,000);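 active = inhibition above a per-campaign cutoff equal to the mean of compounds falling between control-based bounds plus 3 SD, cut at about 20% in these data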;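 also: 0% = DMSO wells while the 100% control is not disclosed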
# Target sequence (O14672 214-748 limits assumed): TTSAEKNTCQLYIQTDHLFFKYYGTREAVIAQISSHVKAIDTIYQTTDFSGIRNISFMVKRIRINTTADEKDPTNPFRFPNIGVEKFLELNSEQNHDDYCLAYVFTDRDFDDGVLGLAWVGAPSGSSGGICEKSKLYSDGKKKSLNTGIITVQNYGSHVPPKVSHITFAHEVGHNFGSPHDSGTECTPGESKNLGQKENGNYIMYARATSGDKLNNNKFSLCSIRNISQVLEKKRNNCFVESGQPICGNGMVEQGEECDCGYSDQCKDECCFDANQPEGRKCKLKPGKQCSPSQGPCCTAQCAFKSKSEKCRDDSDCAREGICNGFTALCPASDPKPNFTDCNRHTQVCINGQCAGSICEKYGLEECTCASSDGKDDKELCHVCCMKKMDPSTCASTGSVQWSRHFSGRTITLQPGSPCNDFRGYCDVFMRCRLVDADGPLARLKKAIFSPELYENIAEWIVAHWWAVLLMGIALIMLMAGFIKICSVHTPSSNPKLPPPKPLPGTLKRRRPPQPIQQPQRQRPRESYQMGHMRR
# ASAP1 inh: inhibitors of human ASAP1 ArfGAP activity, primary screen, biochemical, fluorescence polarization. Arf-GAP with SH3 domain, ANK repeat and PH domain-containing protein 1 (Homo sapiens), …. ASAP1-stimulated ARF1 GTP hydrolysis, GDP FP detection. inhibition, % at 16.5 µM. actives 0.19% (n = 360,000). AID 624377, 2012; in the data active = inhibition above about 25%;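 also: 0% = vehicle with enzyme and substrate and 100% = no enzyme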
# PLC-gamma1 inh: PLC-gamma1 enzyme inhibitors, primary screen, biochemical, fluorescence, purified enzyme | 1-phosphatidylinositol 4,5-bisphosphate phosphodiesterase gamma-1 (Homo sapiens), P19174 | fluorogenic substrate | inhibition, % at 12.2 µM | actives 0.84% (n = 370,000) | AID 720700, 2013; in the data active = inhibition above about 9.5%
# Tn6 DDE FP: inhibitors of Tn6 peptide binding to fibrin DD(E), primary screen, biochemical, fluorescence polarization, human fibrin, Tn6 probe. Fibrinogen beta chain (Homo sapiens), P02675. Fibrin DD(E) TRITC-Tn6 fluorescence polarization displacement. inhibition, % at 8.3 µM. actives 0.21% (n = 370,000);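 active = inhibition above a per-campaign cutoff: mean of compounds within control limits plus 3 SD, cut at about 15% in these data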;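 also: 0% = median of all compound wells on the plate and 100% = blocking peptide control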
# DDE Tn7 FP inh: inhibitors of Tn7 peptide binding to fibrin DD(E), primary screen, biochemical, fluorescence polarization, human fibrin, Tn7 probe; FP displacement of FITC-Tn7 peptide from fibrin DD(E); 0% = median of compound wells per plate; inhibition, % at 8.3 µM; actives 0.13% (n = 370,000); AID 720508, 2013;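 active = inhibition above the mean of compounds falling within the control limits plus 3 SD of them, cut at about 14% in these data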;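 also: 0% = plate median of compound wells and 100% = 10 µM Aha-Tn7 peptide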
#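 Assay system: Human fibrin DD(E) protein | Medium: Tris buffer with calcium and detergent, pH 7.8 | Reagent: 0.1 µM fluorescent Tn7 | Compound dosing: Single point at 8.3 µM | Times: 10 min preincubation, 3 h with tracer, room temperature | Detection: Fluorescence polarization of the labelled Tn7 tracer | Controls: Aha-Tn7 high control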
# ARFGAP1 inh: inhibitors of rat ARFGAP1 GAP activity, primary screen, biochemical, fluorescence polarization, GDP tracer; AID 651572, 2012; actives 0.26% (n = 360,000); inhibition, % at 16.5 µM; Arfgap1-stimulated ARF1 GTP hydrolysis, GDP FP detection;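 active = inhibition above a per-plate limit, mean inhibition of low control wells plus 3 SD, cut at about 25% in these data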;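 also: 0% = DMSO wells with enzyme and 100% = wells lacking Arfgap1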
# Target sequence (Q62848 1-136 limits assumed): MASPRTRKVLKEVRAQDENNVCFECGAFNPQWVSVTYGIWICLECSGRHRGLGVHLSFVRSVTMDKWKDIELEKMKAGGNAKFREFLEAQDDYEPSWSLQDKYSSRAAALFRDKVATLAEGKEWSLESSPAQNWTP
#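 System: truncated rat Arfgap1 GAP domain / Medium: HEPES-based buffer, pH 7.5 / Also added: N-terminally truncated human ARF1-GTP substrate / Incubation: enzyme reaction 120 min at 25 °C after 20 min preincubation / Measured by: FP of antibody-bound GDP Alexa 633 tracer, ex 620/em 688 nm / Replicates: singlicate, each compound tested once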
# The depositor's hits bear a star; i = inactive.
SMILES,ADAM17 inh,PLC-beta3 inh,TDP2 inh,SIAE inh,ADAM10 inh,ASAP1 inh,PLC-gamma1 inh,Tn6 DDE FP,DDE Tn7 FP inh,ARFGAP1 inh
Cc1ccc(OCC(=O)Nc2ccc3c4c(cccc24)CC3)c(C)c1,1,4,6,-2,-2,14,-1,-2,-1,-5
c1ccc2c(c1)oc1c(-c3cccc4nccn34)cccc12,-280,-350,3,-1,i,-10,-240,4,-7,5
c1cncc(CSc2nnc3ccc(-c4ccco4)nn23)c1,-2,-22,28*,0,-2,2,-9,-3,-6,3
O=C(NCCSCc1ccc(Cl)cc1)c1cccs1,3,-7,-8,-4,11,4,2,5,-2,6
Cc1ccc(Cn2ccc(NC(=O)c3cc(-c4ccc(Cl)cc4)on3)n2)cc1,-1,0,0,-1,12,2,-3,0,7,8
Cc1ccc(C2C3=C(CC(C)(C)CC3=O)Nc3n[nH]c(C)c32)cc1 (stereo not drawn),-131,-255,5,-2,-395,-6,-218,7,3,-10
CN(C)c1ccc(C=Cc2nccc3ccccc23)cc1,-8,i,-5,131*,-22,0,i,131*,30*,4
Fc1cccc(-c2cc3nc4c(c(NCc5ccco5)n3n2)CCCC4)c1,-21,-113,4,-2,-56,8,-89,1,2,11
COc1cc(C(=O)OCC(=O)Nc2ccc(S(=O)(=O)NC3=NCCCCC3)cc2)cc(OC)c1OC,-3,-3,2,0,-7,11,-2,-3,0,-2
Cc1cnc(C(=O)OCC(=O)N2CCc3ccccc32)cn1,-2,2,-5,3,-1,8,2,-2,-5,9
Fc1ccc(-c2[nH]ncc2-c2nnnn2-c2ccccc2)c(F)c1,-4,0,1,-7,-2,-17,1,0,2,-4
CCOc1ccc(C(=O)NCCN2CCCC2)cc1,1,4,4,-4,0,11,0,4,1,-16
Cc1ccc(C(=O)Oc2csc(=S)n2C(=O)c2ccc(C)cc2)cc1,-5,-6,8,6,-5,5,-2,1,4,-8
O=C(CCNS(=O)(=O)c1ccccc1)NNC(=O)c1cccc(Cl)c1,-1,0,-15,-7,7,-2,1,-4,-2,-2
O=C(NC(CSSCC(NC(=O)c1ccccc1)C(=O)O)C(=O)O)c1ccccc1 (stereo not drawn),1,4,1,-8,-14,4,3,2,0,10
C=CCOc1nc2sc(C)c(C)c2c(=O)n1-c1ccccc1,-4,-7,-5,-10,1,-9,0,-5,2,1
Clc1ccc(-c2csc(N/N=C/c3ccc4c(c3)OCO4)n2)cc1,-4,-6,6,5,-5,15,-6,4,1,5
C=CCNC(=O)c1cc(Cl)ccn1,-3,1,4,2,0,1,1,-4,4,6
COc1cc(OC)cc(C(=O)NNC(=O)C2CSC3(C)CCC(=O)N23)c1 (stereo not drawn),-3,-1,4,-4,-11,-3,2,0,1,11
CCC(=O)NC(=S)N1CCN(c2ccc([N+](=O)[O-])cc2Cl)CC1,-4,0,-6,-2,-8,12,8,-1,1,1
CCS(=O)(=O)N1CCc2nc(-c3ccccc3)sc2C1,-4,2,3,9,-1,-8,-3,6,7,9
CC(OC(=O)c1cnccn1)C(=O)Nc1nc(-c2cccc([N+](=O)[O-])c2)cs1 (stereo not drawn),-1,-9,6,-2,-4,0,-2,-7,1,4
CCOC1=C2CN(S(=O)(=O)c3ccc(C)cc3)[C@H](c3ccccc3)C[C@@H]2N(S(=O)(=O)c2ccc(C)cc2)[C@H](c2ccccc2)C1,-2,-2,-2,-3,-6,5,1,0,7,-11
CN(C)S(=O)(=O)c1ccc(C(=O)OC2CCOC2=O)cc1 (stereo not drawn),-1,-2,5,0,-1,6,-1,-4,0,10
Cn1c(SCC#N)nnc1-c1ccc2c(c1)OCO2,-4,-2,-7,0,-8,5,0,6,-1,2

# Given with tabs: entries from further up.
compound	ADAM17 inh	PLC-beta3 inh	TDP2 inh	SIAE inh	ADAM10 inh	ASAP1 inh	PLC-gamma1 inh	Tn6 DDE FP	DDE Tn7 FP inh	ARFGAP1 inh
CCOc1ccc(C(=O)NCCN2CCCC2)cc1	1	4	4	-4	0	11	0	4	1	-16
CN(C)c1ccc(C=Cc2nccc3ccccc23)cc1	-8	i	-5	131*	-22	0	i	131*	30*	4

# Additional results.
SMILES,ADAM17 inh,PLC-beta3 inh,TDP2 inh,SIAE inh,ADAM10 inh,ASAP1 inh,PLC-gamma1 inh,Tn6 DDE FP,DDE Tn7 FP inh,ARFGAP1 inh
CCOC(=O)c1cnc(-n2nc(C)cc2C)nc1NC1CCCCC1,-17,-7,-3,-3,-127,5,-2,0,-1,-4
CCC(=O)Nc1ccc(N2CCOCC2)c(S(=O)(=O)Nc2ccc(Cl)cc2)c1,1,-9,4,9,-2,-7,-4,2,-4,-10
COc1ccc(Cn2nnnc2C(c2cccs2)N2CCCCCC2)cc1 (stereo not drawn),-2,-2,-8,-1,-4,-1,-3,-10,-2,-3
Cc1[nH]c2ccccc2c1C(=O)COc1ccccc1,0,3,4,4,6,5,3,-5,0,-4
O=C(COc1ccc([N+](=O)[O-])cc1)N(Cc1cccs1)C1CCS(=O)(=O)C1 (stereo not drawn),-5,-7,-1,0,5,-2,2,-2,-1,-5
Cc1cccc(C)c1OCC(O)CNS(=O)(=O)c1ccccc1C(=O)N1CCCCC1 (stereo not drawn),-1,-1,4,-1,-1,-5,1,2,-3,9
Cn1cc([N+](=O)[O-])c(C(=O)Nc2sc3c(c2C#N)CCC3)n1,6,-3,-11,3,-3,7,8,-10,2,7
CC(=O)c1c(C)[nH]c(C(=O)COC(=O)CCCOc2ccccc2)c1C,-3,1,0,11,-5,-15,2,3,-3,-13
O=C(CN1CCN(Cc2cccc(Cl)c2)C1=O)NCc1ccccn1,-5,-4,7,-1,-19,-2,0,-5,5,0
COc1ccc(-c2c(C)n([O-])c3c([n+]2=O)CCCCC3)cc1OC,-1,1,-5,-2,0,1,2,0,-3,-8
Cc1cc(C)n2c(SC(C)C(=O)NC3(C#N)CCCCC3)nnc2n1 (stereo not drawn),-8,-51,3,8,-32,-1,-40,7,-4,12
O=C(NCc1cccs1)C1CCN(C(=O)NCc2ccccc2)CC1,0,5,-6,5,6,16,7,3,-2,-6
COc1ccc(CNC(=O)Nc2ccc3c(c2)c(=O)n(C)n3Cc2cc(C)cc(C)c2)cc1,i,i,0,10,i,1,-420,-1,-2,12
CCOC(=O)C1(CCc2ccccc2)CCN(C(=O)Cc2nonc2C)CC1,2,-1,-1,2,7,-8,-2,7,3,-11
O=C(Nc1ccc(OCCO)cc1)c1csc([C@@H]2O[C@H](CO)[C@H](O)[C@H](O)[C@H]2O)n1,-6,-2,5,1,-16,5,-1,-5,3,-15
CCN(c1cc(C)cc(C)c1)S(=O)(=O)c1nnc(NC(=O)C(C)C)s1,0,4,-2,0,10,3,3,-4,-8,12
CC(C)n1cc2c(N)ncnc2n1,0,-6,2,4,-12,4,0,1,-4,0
CC(NC1CCCCC1)C(=O)NN=C(c1ccccc1)c1ccccc1 (stereo not drawn),2,1,1,-4,-1,5,-1,-2,7,-2
COC(=O)[C@H](CC(C)C)NC(=O)N1CCCCC1,0,-5,7,-1,2,-7,-10,10,-2,0
O=C(CCCn1c(=O)c2sccc2n(Cc2cc(=O)n3ccccc3n2)c1=O)NCc1ccco1,-22,-48,-6,-5,-97,-1,-33,7,-6,-7
CC(=O)Nc1ccc(NC(=O)C/C(C)=N/NC(=O)c2cccc3ccccc23)cc1,-2,-8,8,1,-4,1,0,-3,-4,11
COc1ccc(C=C2C(=O)c3ccccc3C2=O)cc1O,1,1,4,-7,8,10,5,-3,0,-8
COC(=O)CSc1nnc(CNC(=O)c2ccccc2F)n1-c1ccc(F)cc1,1,-3,-7,0,5,-4,1,-10,3,-2
CCSc1nnc(NC(=O)Cc2cc(OC)c(OC)c(OC)c2)s1,-3,2,9,-7,-5,1,-1,-3,2,9
COc1cc(CNc2ncn[nH]2)cc(Br)c1OC,-5,0,-1,3,-2,-2,-3,2,9,2

# Next part.
SMILES,ADAM17 inh,PLC-beta3 inh,TDP2 inh,SIAE inh,ADAM10 inh,ASAP1 inh,PLC-gamma1 inh,Tn6 DDE FP,DDE Tn7 FP inh,ARFGAP1 inh
CCCNC(=O)COc1ccc2c(=O)c(Oc3ccccc3F)coc2c1,-4,0,1,-2,-3,14,-3,-5,5,5
CCCn1c(=O)c2c(C(F)(F)F)cc(-c3cccs3)nc2n(CCC)c1=O,-4,-1,4,4,-11,2,3,-5,7,-1
CC(=O)Nc1ccc(S(=O)(=O)NCCc2ccc3c(c2)OCCO3)cc1,-5,3,-2,8,-4,8,1,-2,-1,5
O=C1Nc2ccccc2N(O)N1c1cc(-c2ccccc2Cl)no1,-6,-1,4,-1,-7,-12,-1,8,3,-1
COc1ccc(OCC(=O)N/N=C(\CCC(=O)O)c2cccs2)cc1,-4,-2,-22,-4,-3,-3,-2,1,3,-4
CC(/C=C1\N=C(SCc2ccccc2Cl)SC1=O)=C\c1ccccc1,-4,-5,5,-5,-12,5,-4,5,-1,8
COc1ccc(CCNC(=O)C2CCN(C(=O)N(C)C)CC2)cc1OC,-2,0,-2,3,-4,3,-1,-7,0,1
Cn1c(=O)n(C)c2cc(S(=O)(=O)N3CCCCC3)ccc21,0,-1,-2,6,8,-5,4,-4,-2,4
CCOC(=O)C(C)n1cnc2scc(-c3ccc(C)cc3)c2c1=O (stereo not drawn),0,4,-8,12,14,-3,4,2,-1,4
CCn1c(SCc2nc3ccccc3c(=O)[nH]2)nnc1-c1ccncc1,-5,-3,5,-2,-16,4,-1,5,1,-4
Cn1nnc(NC(=O)c2ccccc2)n1,-3,4,5,14,6,9,4,-1,-5,0
Nc1c(C=C2C=CC(=O)C=C2)c(=O)nc2sc(CC(=O)N3CCOCC3)nn12,-20,-54,8,-5,-38,-8,-37,-14,3,-7

# As entered above:
# Cn1nnc(NC(=O)c2ccccc2)n1 – TDP2 inh = 5
# CCOC(=O)C(C)n1cnc2scc(-c3ccc(C)cc3)c2c1=O (stereo not drawn) – ADAM10 inh = 14
# CCCNC(=O)COc1ccc2c(=O)c(Oc3ccccc3F)coc2c1 – TDP2 inh = 1
